Screens deposited in PubChem by National Center for Advancing Translational Sciences (NCATS).
CCT modulator – changes cytosolic chaperonin activity. purified chaperonin ATPase assay, HTRF ADP detection, 30 min. activity change, % (no concentration beside the values), hits read low. 360,000 tested, 0.3% active; in the data active = activity change below about -30%; also: % is scaled to controls: 0 for no effect and ±100 for the full control effect
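TRiC (40 or 20 nM final, by batch activity) in 30 mM Tris pH 7.4, 100 mM KCl, 5 mM MgCl2, 1 mM DTT was treated with compound at 76 uM single dose, then 10 uM ATP, 30 min at 37 °C. ADP was read by HTRF Transcreener.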
PI5P4K alpha inh – blocks human PI5P4K alpha kinase activity. max response, %. 330,000 tested, 1.2% active. PI5P4Kalpha enzyme, ADP-Glo luminescence, 60 min; hits give low values. AID 652105. P48426; active = max response of -50% or lower; inconclusive = between -30% and -50%; inactive = -30% or higher; also: value at the top dose of about 77 µM; % is scaled to controls: 0 for no effect and ±100 for the full control effect
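Single end-point luminescence (ADP-Glo) quantified ADP from PI5P4Kalpha turnover; ATP 5 microM final, 1 h at RT, 0.1% CHAPS and 0.28 mM EGTA in HEPES pH 7.4.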
Mm-Cpn inhibitor – blocks the Methanococcus maripaludis chaperonin Mm-Cpn | 330,000 tested, 0.031% active | purified Mm-Cpn ATPase, ADP Transcreener TR-FRET | AID 504842 | Potency, µM (top dose mostly 76.9 µM), inactives show top-dose activity, negative = inhibition, hits mostly inhibitors; also: potency is read from the fitted curve at half-maximal effect; % is scaled to controls: 0 for no effect and ±100 for the full control effect; nearly all actives have a fitted effect of over 80% in size
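ATPase read-out: TR-FRET ADP immunoassay (anti-ADP Eu cryptate vs ADP-d2), ex 320 nm, em 590/665 nm; signal drops as ADP forms. Enzyme 25 nM, ATP 10 uM, 30 min at 37°C after 10 min compound preincubation.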
PLK1 PBD block – inhibitors of human PLK1 polo-box domain binding; Plk1 PBD binding of FITC phosphopeptide, fluorescence polarization; 360,000 tested, 2.8% active; P53350; Potency, µM, without a hit: max response, negative = inhibition, actives largely listed as inhibitors; AID 720504; also: potency is read from the fitted curve at half-maximal effect; series mostly up to about 57 µM; % is scaled to controls: 0 for no effect and ±100 for the full control effect; nearly all actives have a fitted effect of over 65% in size
WRN helicase inh – blocks human WRN helicase; Q14191; WRN helicase unwinding, fluorescent forked duplex, kinetic; Potency, µM (doses to about 114 µM), for the others: top-dose activity change, negative = inhibition, usual class: inhibitors; 360,000 tested, 0.46% active; AID 651768; also: potency is read from the fitted curve at half-maximal effect; % is scaled to controls: 0 for no effect and ±100 for the full control effect; nearly all actives have a fitted effect of over 55% in size
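WRN at 20 nM final was preincubated with compound for 15 min at room temperature; reaction started with 100 nM forked duplex oligonucleotide carrying fluorophore and quencher plus 2 mM ATP (final). Unwinding followed kinetically by red fluorescence (ex 525/em 598 nm).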
EPAC1 agonist – activates human EPAC1 exchange factor; Potency, µM (doses to about 154 µM), inactives show at the highest dose activation, hits mostly activators; 360,000 tested, 0.073% active; O95398; EPAC1 agonist qHTS, biochemical assay; response scale: 100% = response to 6.5 mM cAMP; also: potency is read from the fitted curve at half-maximal effect; nearly all actives have a fitted effect of over 60% in size
Target sequence (O95398 whole entry, looked up): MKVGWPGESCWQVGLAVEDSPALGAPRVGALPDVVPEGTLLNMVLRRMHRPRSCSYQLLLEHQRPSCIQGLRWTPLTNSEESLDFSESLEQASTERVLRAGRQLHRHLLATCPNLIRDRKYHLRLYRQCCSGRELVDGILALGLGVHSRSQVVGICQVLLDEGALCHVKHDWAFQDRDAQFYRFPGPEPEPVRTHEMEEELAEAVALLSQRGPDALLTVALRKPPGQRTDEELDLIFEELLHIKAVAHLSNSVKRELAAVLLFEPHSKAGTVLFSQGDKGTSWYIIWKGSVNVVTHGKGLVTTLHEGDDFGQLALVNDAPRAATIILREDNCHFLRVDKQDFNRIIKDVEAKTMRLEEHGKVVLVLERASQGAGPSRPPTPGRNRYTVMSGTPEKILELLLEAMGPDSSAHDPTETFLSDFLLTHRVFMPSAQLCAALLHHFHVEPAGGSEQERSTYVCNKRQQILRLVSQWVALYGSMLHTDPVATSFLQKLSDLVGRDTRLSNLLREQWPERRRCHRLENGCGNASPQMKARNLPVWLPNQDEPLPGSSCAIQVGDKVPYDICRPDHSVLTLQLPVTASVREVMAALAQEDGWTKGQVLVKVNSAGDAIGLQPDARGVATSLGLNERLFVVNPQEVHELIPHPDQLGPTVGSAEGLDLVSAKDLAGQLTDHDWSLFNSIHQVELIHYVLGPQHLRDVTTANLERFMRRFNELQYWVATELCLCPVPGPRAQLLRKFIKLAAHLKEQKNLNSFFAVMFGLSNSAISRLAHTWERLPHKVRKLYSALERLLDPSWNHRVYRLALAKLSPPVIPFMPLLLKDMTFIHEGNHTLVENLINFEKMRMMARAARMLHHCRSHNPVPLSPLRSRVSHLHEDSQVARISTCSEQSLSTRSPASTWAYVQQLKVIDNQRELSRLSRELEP
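Nucleotide exchange assay: 100 nM EPAC1 with 250 nM Rap1B loaded with BODIPY-GDP and 50 uM GDP, room temperature. Fluorescence (480/540 nm) read every 5 min for 30 min; signal change normalized to 6.5 mM cAMP as full agonist.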
EPAC2 antagonist – EPAC2 (human) antagonism | AID 720708 | Q8WZA2 | 360,000 tested, 0.18% active | Potency, µM (highest dose often 114 µM), for the others: top-dose activity, negative = inhibition, usual class: inhibitors | EPAC2 GEF exchange of Rap1B-BODIPY-GDP, fluorescence; also: potency is read from the fitted curve at half-maximal effect; % is scaled to controls: 0 for no effect and ±100 for the full control effect; nearly all actives have a fitted effect of over 45% in size; many of its hits are not listed in these tables
EPAC1 antagonist – blocks human EPAC1 exchange factor | 360,000 tested, 0.14% active | O95398 | Potency, µM (top dose mostly 115 µM), for the others: top-dose activity change, negative = inhibition, usual class: inhibitors | EPAC1 GEF assay, Rap1b-BODIPY-GDP exchange fluorescence | AID 720709;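 also: potency is read from the fitted curve at half-maximal effect; plate controls were vehicle for no effect and positive control for full effect; nearly all actives have a fitted effect of over 50% in size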
* hit, by the source's call; ? = inconclusive; . = not tested or not shown; [ ] = another dose, or the depositor's remark. Unless noted, calls follow the shape of the dose curve; as a rule, active = well fitted curve in the direction sought with a large enough effect; inconclusive = small, poorly fitted or top-dose-only effect, or another doubt; inactive = no such curve, though single readings can be large; an effect the other way counts as inactive or inconclusive. These rows are one share of the data; the hit share may differ from the screen's.

SMILES	CCT modulator	PI5P4K alpha inh	Mm-Cpn inhibitor	PLK1 PBD block	WRN helicase inh	EPAC1 agonist	EPAC2 antagonist	EPAC1 antagonist
COc1ccc(O)c(/C=C2/SC(=S)N(Cc3ccccc3)C2=O)c1	1.5	-9	2%	-6%	-12%	4%	8%	-8%
Cc1ccccc1C(=O)OCC(=O)N(C)c1c(N)n(Cc2ccccc2)c(=O)[nH]c1=O	-2.7	2	1%	-1%	1%	-4%	-7%	2%
COc1cc(OC)cc(C(=O)NNC(=S)Nc2ccccc2OC)c1	-0.5	5	2%	-8%	-3%	-3%	21%	3%
COC(=O)c1ccc(CN2C(=O)c3ccccc3S2(=O)=O)cc1	-2.1	.	1%	2%	-16%	8%	8%	-3%
Cc1ccc(NC(=O)CNCc2ccccc2)c(Br)c1	0.1	3	1%	-15%	-13%	7%	-10%	6%
CCOC(=O)[C@]12CCCC=C1N(Cc1ccc(Cl)cc1Cl)C(=O)[C@H](CC(=O)NCc1ccc(C)o1)C2	0.5	-14	.	-4%	-10%	-11%	-10%	-12%
CC(C)(C)c1ccc(C(=O)Nc2cccc3ncccc23)cc1	-2.4	-1	1%	-28%	3%	-19%	-9%	?
CCOc1ccc(CCNC(=O)CCNC(=O)c2ccccc2Cl)cc1OCC	1.8	-10	1%	2%	-18%	-8%	6%	-20%
CC(OC(=O)CCC(=O)c1ccccc1)C(=O)Nc1ccc(F)cc1 (stereo not given)	1.6	0	0%	2%	-4%	-6%	-2%	-1%
CC(=O)N1CCc2ccccc2C1CC(=O)O (stereo not given)	1.7	4	0%	1%	-4%	-4%	10%	-2%
COCCNC(=O)Cn1nc(C)c([N+](=O)[O-])c1C	2.1	-10	0%	-3%	5%	8%	14%	6%
CC(C)(C)c1ccccc1OCCOCCSc1ncccn1	-11	11	2%	-15%	-6%	15%	-6%	-19%
COC(=O)[C@H](CC(C)C)NC(=O)NCCC1=CCCCC1	0.7	0	-1%	0%	7%	-5%	2%	-6%
COc1ccccc1OCCCOc1cccc(/C=C2\SC(=O)NC2=O)c1	-3.3	?	1%	21µM*	?	12%	-22%	?
O=C(O)c1ccc(-n2cccc2/C=C2/NC(=O)N(c3ccccc3)C2=O)cc1	0.9	?	-2%	19µM*	35µM*	0%	7%	-27%
Cc1cc(C(=O)CN2CCN(CC(=O)Nc3ccc(F)cc3)CC2)c(C)n1C1CC1	0.9	-6	1%	1%	-1%	0%	6%	16%
O=c1cc(CO)oc(C(Nc2ccccn2)c2ccccc2Cl)c1O (stereo not given)	-1.0	1	1%	?	0%	-3%	-4%	-5%
Cc1cccc(NC(=O)CSc2nnc([C@H](C)NC(=O)OC(C)(C)C)o2)c1C	0.1	-13	1%	27µM*	5%	-25%	1%	-26%
Cc1ccc(Nc2nnc(SCc3cc(=O)n4ccsc4n3)s2)c(C)c1	-0.2	.	0%	-12%	-8%	3%	0%	6%
FC(F)(F)c1cccc(Cc2noc(CN3CCCCC3c3ccccn3)n2)c1 (stereo not given)	-2.4	6	0%	-13%	-4%	-2%	-26%	-14%
COc1ccc(S(=O)(=O)NCc2cccnc2)cc1	-4.1	3	1%	-14%	3%	3%	-2%	3%
Cc1c(Cl)cccc1N(CC(=O)NC(C)c1ccccc1)S(C)(=O)=O (stereo not given)	-6.8	-1	-4%	3%	5%	3%	-1%	-1%
Cc1ccc(C)c(N(CC(=O)NC(C)(C)C)C(=O)CCC(=O)Nc2nccs2)c1	-4.2	-2	1%	-9%	6%	-1%	3%	-6%
O=C(CCc1nnc2ccc(NCc3ccco3)nn12)Nc1cc(F)ccc1F	-34*	-26	-1%	1%	-7%[11.6 µM]	-9%	-3%	-11%
COCCCN1C(=O)C(CC(=O)NC2CCCCC2)CC(C(=O)N2CCOCC2)=C1C (stereo not given)	-1.3	-1	.	-2%	2%	2%	7%	1%
COc1ccc(S(=O)(=O)NCc2ccc(C(=O)N3CCc4ccccc4C3)cc2)cc1	-1.6	-8	0%	-10%	18%	9%	-2%	-7%
O=C(OCC(=O)N1CCCc2ccccc21)c1ccccc1OC(F)F	-1.6	2	0%	0%	3%	-6%	8%	-8%
CCOC(=O)c1ccc(NC(=S)N2CCN(Cc3ccccc3)CC2)cc1	-1.9	2	0%	-12%	?	13%	-12%	-26%
O=C1c2ccccc2C(=O)N1CCCCSc1nnc2ccccn12	-3.2	-12	-1%	-2%	-1%	2%	-8%[57.1 µM]	3%
Cc1ccc2nc(NC(=O)c3ccc(Br)o3)sc2c1	1.8	-1	-2%	1%	5%	1%	19%	-3%
CCOC(=O)C1CCCN(S(=O)(=O)c2ccc3c(c2)N(C)C(=O)CC(=O)N3C)C1 (stereo not given)	-2.5	2	1%	-20%	5%	-13%	-3%	6%
Cc1cc2nc3c(c(=O)n2[nH]1)CCCC3	-5.8	-2	-3%	0%	1%	-3%	12%	12%
OCCCCNc1cccc2ccccc12	1.4	.	-4%	-15%	-5%	-6%	-2%	15%
Cc1nc(N)sc1Cc1ccc2c(c1)OCO2	-2.8	-7	-2%	-19%	-2%	-5%	1%	10%
O=C(CN1C(=O)C2(OCCO2)c2ccccc21)c1ccc(Br)cc1	0.6	.	-13%	-14%	2%	-5%	3%	2%
C/C(Cn1nnc([N+](=O)[O-])n1)=N\NC(=O)c1ccccc1Cl	1.4	.	1%	-6%	5%	5%	13%	20%
COc1ccc(NS(=O)(=O)c2cccc(C(=O)NCc3ccccn3)c2)cc1	1.1	0	1%	0%	6%	3%	4%	18%
CCOP(=O)(OCC)c1nc(-c2cccc3ccccc23)oc1NCCc1ccc(OC)cc1	0.6	27	-5%	1%	-14%	-9%	-14%	-30%
CCCCCn1c(=O)[nH]c2cc(C(=O)NCCCN3CCCCC3CC)ccc2c1=O (stereo not given)	-2.3	0	-2%	-8%	-4%	-1%	-6%	-1%
O=C(NCc1ccc2c(c1)OCO2)c1nnc(Cc2ccc(F)cc2)o1	-2.6	-5	-1%	-15%	5%	2%	9%	-9%
COc1ccc(C(=O)Nc2ncc3c(n2)CC(C)CC3=O)cc1 (stereo not given)	0.8	0	5%	-8%	1%	-6%	0%	-3%
CCCS(=O)(=O)c1c(S(=O)(=O)CCC)c2c(N)cccn2c1C(=O)c1ccc(Br)cc1	-0.9	-13	-5%	-2%	-21%	13%	-1%	-17%
O=C(Nc1ccncc1)C1CC(=O)N(c2ccc(F)cc2)C1 (stereo not given)	-0.6	0	-2%	0%	10%	-2%	2%	5%
O=C(CNCCC1=CCCCC1)Nc1ccc(N2CCCCCC2)cc1	-0.9	-2	-2%	-5%	-5%	9%	-15%	?
CCC(C)c1ccc(NC(=O)C2CC2)cc1 (stereo not given)	1.4	.	-2%	-1%	7%	-3%	-2%	-6%
CCC(=O)NC(=S)Nc1cccc(Cl)c1N1CCCCC1	1.6	.	-1%	-5%	3%	4%	6%	7%
Cc1cc(C)c(S(N)(=O)=O)c(C)c1N(C)S(=O)(=O)c1ccccc1	0.5	-4	0%	-1%	-4%	5%	-1%	-20%
Cc1cccc(N(CC(=O)NCc2ccco2)C(=O)CCC(=O)Nc2nccs2)c1	-0.7	-2	0%	-4%	6%	4%	-10%	4%
Cc1ccc(C(=O)NN(CCC#N)C2=NS(=O)(=O)c3ccccc32)cc1	0.3	0	1%	-8%	-13%	5%	0%	-5%
COc1ccc(CCN=C(N)NS(=O)(=O)c2ccc(C)cc2)cc1	-0.6	17	1%	-19%	-31%	-1%	-13%	-29%

An excerpt from above in order of their number in WRN helicase inh, falling.
SMILES	CCT modulator	PI5P4K alpha inh	Mm-Cpn inhibitor	PLK1 PBD block	WRN helicase inh	EPAC2 antagonist	EPAC1 antagonist
Cc1ccc(C(=O)NN(CCC#N)C2=NS(=O)(=O)c3ccccc32)cc1	0.3	0	1%	-8%	-13%	0%	-5%
CCCS(=O)(=O)c1c(S(=O)(=O)CCC)c2c(N)cccn2c1C(=O)c1ccc(Br)cc1	-0.9	-13	-5%	-2%	-21%	-1%	-17%
COc1ccc(CCN=C(N)NS(=O)(=O)c2ccc(C)cc2)cc1	-0.6	17	1%	-19%	-31%	-13%	-29%

Additional results follow.
SMILES	CCT modulator	PI5P4K alpha inh	Mm-Cpn inhibitor	PLK1 PBD block	WRN helicase inh	EPAC1 agonist	EPAC2 antagonist	EPAC1 antagonist
CCNc1nc(Oc2ccc(F)cc2)cc(C(F)(F)F)n1	-0.8	4	-1%	-8%	-1%[57.1 µM]	-7%	-23%	-28%
Cc1cccc(C)c1NC(=O)CNC(=O)c1ccc(COc2ccccc2)o1	-1.1	1	1%	0%	-2%	-2%	0%	1%
Cc1ccc(C2=NC3(CCCCCC3)NC2=S)cc1	0.1	-2	2%	-6%	7%	-1%	16%	11%
CCN(CC)P(=O)(Nc1ccccc1Br)c1ccc(N(C)C)cc1NC(=O)c1ccco1 (stereo not given)	-0.9	-10	1%	-9%	-11%	5%	-5%	6%
O=C(c1cc2cc(Cl)ccc2[nH]1)N1CCc2ccccc2C1	0.2	-1	-17%	2%	-4%	-1%	-11%	-3%
O=S(=O)(CCc1ccncc1)c1ccc(Cl)cc1	-0.6	2	-3%	-3%	-16%	3%	-10%	-7%
CC(C)(C)OC(=O)NCCCCCc1nnc(SCC(N)=O)o1	-0.2	.	0%	1%	4%	-7%	7%	4%
Cc1ccc(CNC(=O)CCSCc2cccc(F)c2)cc1	-0.2	-6	0%	2%	7%	0%	-6%	24%
COC(=O)C(C)N(C(=O)c1ccc(C(=O)c2ccccc2)cc1)c1c(C)cccc1C (stereo not given)	-3.5	.	2%	-1%	-6%	21%	-6%	6%
O=C(CSc1ccc2c(c1)OCCO2)NCCc1ccc(Cl)cc1Cl	-0.8	4	2%	?	-10%	7%	-5%	-18%
N/C(=N\N=C\c1ccc(O)c(O)c1)c1nonc1N	0.2	-12	0%	-6%	2%	-16%	-19%	-30%
COC(=O)C1=C(C)NC(=O)NC1c1ccc(-c2ccc(Cl)cc2)o1 (stereo not given)	-0.7	-8	2%	-8%	7%	-7%	22%	-2%
Cc1ccc(C(=O)Oc2ccc(/C=C3\C(=N)N4N=C(N5CCOCC5)SC4=NC3=O)cc2)cc1	-2.5	?	-5%	27µM*	-6%	-3%	-17%	-19%
Cn1nnnc1SCC(=O)Nc1ccccc1-c1ccccc1	-0.5	0	0%	-5%	-2%	8%	1%	4%
CC(C)OC(=O)/C=C1\C[C@@H](c2ccccc2C(F)(F)F)O[C@@H](c2ccccc2C(F)(F)F)O1	.	4	.	-7%	2%	-2%	-2%	2%
